PGC1a acetyl inh: PGC1a acetylation modulation, inhibitor mode | U2OS PGC1a acetylation, AlphaScreen anti-acetyl-lysine; with virally co-expressed GCN5 acetyltransferase | inhibition, % at 15.6 µM | hit rate 0.17% among 350,000 | AID 651687;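 active = every replicate shows inhibition of at least 40%; inconclusive = mean inhibition at least 40% but some replicate below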;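 note: 0% = neutral control wells and 100% = positive control wells; some results beyond the cut were filed as inactive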
PglD inh: blocks C. jejuni PglD acetyltransferase activity; purified PglD enzyme, DTNB colorimetric CoA detection; AID 602405; inhibition, % at 12.5 µM; hit rate 0.098% among 360,000; in the data active = inhibition above about 16%, passing the limit was not always enough; inconclusive = no clear call, values can overlap the other calls; note: strong numbers were not always called active
Starred values were filed as active, the others as inactive; u = inconclusive. Some of the compounds tested; count on the stated rates, not on these rows.

SMILES | PGC1a acetyl inh | PglD inh
C/C(=C\C(=O)c1ccc(Br)cc1)NCc1ccc(C)cc1 | -4 | 0
COc1ccc(NC(=O)Cn2nnc(-c3ccccc3NC(=O)C3CC3)n2)cc1 | 2 | 0
CC(C)(C)OC(=O)NCCCC(CCCNC(=O)OC(C)(C)C)C(=O)O | -10 | 0
CC(=O)c1ccc(N2CCN(c3ncc(C(F)(F)F)cc3Cl)CC2)cc1 | -18 | 0
COc1ccc(OC(=O)c2ccc3nsnc3c2)cc1 | -5 | -11
Cc1c(/C=N/NC(=O)c2ccc3c(c2)OCO3)cnn1C | -6 | -4
COc1cc(-c2noc(C3CCCN(S(=O)(=O)c4cccc(Cl)c4)C3)n2)cc(OC)c1OC (configuration not stated) | 8 | 7
CSc1ccc(-c2sc(Nc3ccccc3)n[n+]2-c2ccccc2)cc1 | -18 | 3
CCCNC(=O)c1ccccc1NC(=O)CSCc1ccc(OC)cc1 | -7 | 2
COc1ccc(NS(=O)(=O)c2ccc(OCC(=O)N3CCCC3)cc2)cc1 | -17 | 5
COC(=O)c1[nH]c2ccccc2c1NC(=O)CN1CCN(c2cccc(OC)c2)C(C)C1 (configuration not stated) | -19 | 6
O=C(NC1CCCC1)c1ccccc1-c1nc2ccccc2[nH]1 | 4 | -1
CCCCC1=NN(C(=O)c2cocc2C)C(O)(C(F)(F)F)C1 (configuration not stated) | -5 | -5
c1ccc2c(c1)[nH]c1c(N3CCCC3)ncnc12 | 2 | -13
CC(C)(C)NS(=O)(=O)CC12CCC(CC1=O)C2(C)C (configuration not stated) | -12 | 3
CCOc1ccc2[nH]c(=O)c(CN(CCc3ccccc3)C(=O)c3cnccn3)cc2c1 | -4 | 0
Cn1nc(-c2ccccc2)c(CSc2cccc(Cl)c2)c1Cl | -5 | -2
O=C(NC1CCCc2ccccc21)C1CCN(S(=O)(=O)c2cnc[nH]2)CC1 (configuration not stated) | -11 | 1
Cc1cccc(OCCC(=O)Nc2ccc(S(=O)(=O)N3CCCC3)cc2)c1 | -28 | -1
COc1ccc2c(c1OC)C(=O)N(c1nccs1)C2 | 9 | 2
O=C(COC(=O)c1ccccc1NC(=O)c1ccccc1)c1ccc([N+](=O)[O-])cc1 | 10 | 4
CCCn1c(C)cc(C(=O)COC(=O)c2cc(S(=O)(=O)NCC(C)C)c(Cl)cc2Cl)c1C | -15 | -3
COc1cc(NC(=O)Cc2cccs2)cc(OC)c1 | -9 | -5
CC(O)CNCc1cccc2ccccc12 (configuration not stated) | 5 | 0
CSc1ccc(C2C3(C#N)C(N)=NC4(OCCO4)C23C#N)cc1 (configuration not stated) | -9 | -1
Cc1c(CC(=O)O)c(=O)oc2cc(OCc3nn[nH]n3)ccc12 | 5 | -1
Cc1cccc(NC(=O)CCc2ccc(C)o2)c1 | 0 | 2
COCCCNc1nc2c(c(=O)n(C)c(=O)n2C)n1Cc1cccc(OC)c1 | 0 | -3
O=c1/c(=C/c2ccc([N+](=O)[O-])cc2)sc2n1CCCN=2 | 0 | -4
CCOC(=O)N1CCC(NC(=O)C2CCCN(C(=O)N3CCOc4ccccc43)C2)CC1 (configuration not stated) | 3 | -4
COc1cccc(CN2CCN(c3cccc(C(F)(F)F)c3)CC2)c1OC | 0 | -4
O=C1CCC(=O)N1CCCCCc1nc(-c2ccccc2)no1 | 4 | 4
Cc1cccc(C)c1-n1nnnc1C1(Nc2ccccc2)CCCCC1 | -13 | 8
Cc1ccc(C(=O)Nc2nnc(-c3ccc(C(C)(C)C)cc3)s2)cc1 | 0 | -2
N#Cc1nc(COc2ccc(Cl)cc2)oc1N1CCN(Cc2ccccc2)CC1 | 10 | 4
CS(=O)(=O)N1CCN(c2ccccc2NC(=O)Cc2ccccc2)CC1 | -13 | -2
CN1CCN(C(=O)CCCN2C(=O)/C(=C/c3ccc(Cl)cc3)SC2=S)CC1 | -3 | 3
COC(=O)c1[nH]c2ccccc2c1NC(=O)CN1CCN(C(=O)c2ccco2)CC1 | -5 | 1
Cc1ccc(S(=O)(=O)NC(=O)COc2ccccc2C(N)=O)cc1 | 2 | 0
CCCCNc1cc(=O)n(C)c(=O)n1C | 1 | 3
Cc1ccc(C(=O)NC(=S)NCC2CCCO2)cc1 (configuration not stated) | -8 | 2
Cn1c(=O)n(CC(=O)Nc2cccnc2)c2ccccc21 | 7 | 0
CC(C)Oc1ccc(/C(O)=C2/C(=O)C(=O)N(CCN3CCOCC3)C2c2ccccc2)cc1 (configuration not stated) | 4 | -7
CC(=O)Nc1ccc(S(=O)(=O)Nc2nc3n(n2)C(c2ccccc2)CC(=O)N3)cc1 (configuration not stated) | 8 | 2
NNS(=O)(=O)c1ccc(Cc2ncc(C(F)(F)F)cc2Cl)s1 | u | -3
O=C(NNC(=O)c1cc(-c2ccc(Cl)cc2Cl)nc2ccccc12)Nc1ccccc1 | 0 | 5
Cc1cc(C)n2nc(C(=O)Nc3ccc(S(=O)(=O)N4CCCCC4)cc3)nc2n1 | 1 | -5
COc1ccc(C(N)CCc2ccco2)cc1 (configuration not stated) | 6 | 2
C=CC(=O)Oc1ccc(N2Cc3ccccc3C2=O)cc1 | -17 | -1
COc1ccccc1NC(=O)CSc1nc2ccccc2n1C(C)=O | -14 | -1
O=C(Nc1cccc(F)c1)c1ccc(-c2cccnc2)c2ccoc12 | 0 | 0
CCOC(=O)CSc1nc(N)c(C(=O)Nc2ccc(N(C)C)cc2)s1 | 26 | -2
CCSc1nnc(-c2ccc(OC)cc2)o1 | 3 | 8
COc1ccc(N=C2SC(C(N)=O)CC(=O)N2CCc2ccc(OC)c(OC)c2)cc1 (configuration not stated) | 2 | -2
COc1ccc(S(=O)(=O)c2c(N)n(Cc3ccco3)c3nc4ccccc4nc23)cc1 | -1 | -2
COc1cccc(OC)c1C(=O)N1CC(C)OC(C)C1 (configuration not stated) | 10 | -2
Cn1c(=O)n(Cc2ccc(Cl)cc2)c(=O)c2c1nc1n2CCN1Cc1ccco1 | -10 | -3
Cn1ncc(Cl)c1C(=O)N1CCc2ccccc21 | -3 | 1
CCCOc1ccc2oc(=O)c3c(c2c1)CCCN3C(=O)CN(C)Cc1ccccc1 | -21 | 1
Cc1ccc(OCCCSc2ncccn2)cc1C | -13 | -3
Next section:
SMILES | PGC1a acetyl inh | PglD inh
Nc1cc(OC(=O)c2ccccc2Br)nn1S(=O)(=O)c1ccccc1 | 43 | 5
CCc1ccc(OCCNC(=O)c2ccccc2SCc2ccccc2)cc1 | -7 | 4
O=C(COC(=O)CSc1nnc(-c2ccc(Cl)cc2)o1)NCc1ccc2c(c1)OCO2 | 0 | 0
COc1ccc(C(=O)CSc2ncn[nH]2)cc1OC | -18 | -9
COc1ccccc1NC(=O)CN1CCC(n2c(C)nc3cc(F)ccc32)CC1 | -6 | 4
CSc1ccccc1C(=O)N1CCOCC1 | -2 | 0
O=C(NCc1ccc2c(c1)OCO2)c1cc([N+](=O)[O-])ccc1N1CCOCC1 | -4 | 1
O=C1NC2(CCCCC2)Oc2ccccc21 | -8 | 4
Cn1c(=O)n(-c2cccc(Cl)c2)c(=O)n1C | -1 | 4
CCC(=O)Nc1ccc(Cl)c(NC(=O)c2ccc(Br)o2)c1 | -5 | -4
Cc1ccc(-n2ncc(-c3nnc(SCC(=O)NC4CCCC4)o3)c2N)cc1C | -17 | 2
COC(=O)c1sc2ccccc2c1-n1cccc1C(=O)C(=O)Nc1ccc(C)cc1 | -9 | 0
COC(=O)/C=C1\N/C(=N/c2nc(C)c3cc(OC)ccc3n2)NC1=O | 3 | -3
CCC1S/C(=C(\C#N)C(N)=O)N(c2ccc(F)cc2)C1=O (configuration not stated) | -13 | 8
CCCC(=O)Nc1ccc(NC(=O)Cc2ccccc2)cn1 | -5 | -2

Arranged by value in PglD inh (falling): three of the compounds above
SMILES | PGC1a acetyl inh | PglD inh
O=C1NC2(CCCCC2)Oc2ccccc21 | -8 | 4
COc1ccc2c(c1OC)C(=O)N(c1nccs1)C2 | 9 | 2
CCCn1c(C)cc(C(=O)COC(=O)c2cc(S(=O)(=O)NCC(C)C)c(Cl)cc2Cl)c1C | -15 | -3

Carrying on:
SMILES | PGC1a acetyl inh | PglD inh
O=C(O)CCCC(=O)Nc1ccccc1-n1ccnc1 | 2 | 10
CCC1CCCCN1CCCNC(=O)Cn1nc(-c2ccc(C)cc2)ccc1=O (configuration not stated) | -7 | -3
COc1ccc(C(=O)c2c[nH]c(C(=O)NCc3ccco3)c2)cc1 | -1 | 5
Cc1ccc(P(C)(=O)c2ccc(C)cc2)cc1 | 8 | -1
COc1ccc(-c2cn3cccnc3n2)cc1NC(=O)C1CCCC1 | 4 | 0
CCC(=O)N1CCN(c2ccc(NC(=O)c3cc4ccccc4o3)cc2)CC1 | -11 | 6
COc1ccccc1CNC(=O)C(C)NS(=O)(=O)c1ccc(Br)cc1 (configuration not stated) | -17 | -3
O=C(Nc1ccc2oc(=O)ccc2c1)c1cccnc1Cl | -1 | -11
O=C(OCCN1CCCCC1)c1ccc(O)cc1 | 9 | -5
C1CN(CC23CC4CC(CC(C4)C2)C3)CCO1 | -3 | 3
COC(=O)C1=C(C)NC(=O)NC1c1ccc(OCC(=O)N2CCCCC2)cc1 (configuration not stated) | -1 | -1
O=S(=O)(Nc1ccc(O)c(CN2CCCCC2)c1)c1ccccc1 | 8 | 0
CCn1c(=O)cc(SCC(=O)Nc2cccc(SC)c2)c2ccccc21 | -5 | 1
CC(=N\Nc1ccc(Cl)cc1)/C(=N/O)C(=O)Nc1ccccc1 | -8 | 14
CCOc1cccc(NC(=O)C2CCCN(S(=O)(=O)c3ccc(OC)cc3)C2)c1 (configuration not stated) | -18 | -1
CC(C)CCOc1ccc(C2(C)NC(=O)N(CN3CCOCC3)C2=O)cc1 (configuration not stated) | 7 | 0
COc1ccc(OC)c(NC(=O)c2sc3nc(Cc4ccccc4)cc(C(F)(F)F)c3c2N)c1 | -6 | 2
O=C(NCc1cccs1)NC1CCCCC1 | 36 | -2
COc1ccc(NC2=CC(=O)CC(c3ccc(C)cc3)C2)c(OC)c1 (configuration not stated) | -3 | 0
CCN=C1SC(CC(=O)Nc2ccc(C)cc2)C(=O)N1CC (configuration not stated) | -9 | 3
COc1cc(CNn2c(C)n[nH]c2=S)cc(Cl)c1OCc1ccc(F)cc1 | -4 | -3
Cc1ccc(C)c(NC(=O)C2C3CCCC2C3c2ccccc2)c1 (configuration not stated) | -13 | -3
Cc1ccc(C(=O)N/N=C\c2ccc(Br)o2)o1 | -10 | 1
Cc1cc(CC(C)C)n(-c2nc3ccccc3c(=O)n2OCC(N)=O)n1 | 8 | 14
COc1ccc2cc1Oc1ccc(cc1)CC1c3c(cc(OC)c4c3Oc3cc5c(cc3O4)CCNC5C2)CCN1C (configuration not stated) | -8 | -2
COC(=O)c1c(C(=O)OC)c2ccncn2c1Cl | -30 | 2
O=C(CCc1ccccc1)Nc1ncn[nH]1 | 5 | 0
Clc1ccc(-c2nnc3ccccn23)cc1 | -24 | -2
Cc1cccc(Cc2c(C)nc3c(C(=O)N4CCN(Cc5ccc6c(c5)OCO6)CC4)cnn3c2C)c1 | 10 | -2
CN(CC(=O)N1CCN(c2ccccn2)CC1)S(=O)(=O)c1ccc(Br)cc1 | -27 | -3

Some of these compounds in order of count of non-hydrogen atoms, lowest first.
SMILES | PGC1a acetyl inh | PglD inh
Clc1ccc(-c2nnc3ccccn23)cc1 | -24 | -2
Cc1ccc(C(=O)N/N=C\c2ccc(Br)o2)o1 | -10 | 1
Cc1cc(CC(C)C)n(-c2nc3ccccc3c(=O)n2OCC(N)=O)n1 | 8 | 14
COc1cc(CNn2c(C)n[nH]c2=S)cc(Cl)c1OCc1ccc(F)cc1 | -4 | -3
COc1ccc(OC)c(NC(=O)c2sc3nc(Cc4ccccc4)cc(C(F)(F)F)c3c2N)c1 | -6 | 2
COc1ccc2cc1Oc1ccc(cc1)CC1c3c(cc(OC)c4c3Oc3cc5c(cc3O4)CCNC5C2)CCN1C (configuration not stated) | -8 | -2

Record cards, from the list above.
COc1ccc2cc1Oc1ccc(cc1)CC1c3c(cc(OC)c4c3Oc3cc5c(cc3O4)CCNC5C2)CCN1C (configuration not stated) reads PGC1a acetyl inh: -8; PglD inh: -2
O=C(CCc1ccccc1)Nc1ncn[nH]1 reads PGC1a acetyl inh: 5; PglD inh: 0
COC(=O)c1c(C(=O)OC)c2ccncn2c1Cl reads PGC1a acetyl inh: -30; PglD inh: 2

The results go on.
SMILES | PGC1a acetyl inh | PglD inh
COc1ccc(Cl)cc1NC(=O)CCN1CCN(C)CC1 | 8 | -2
Nc1c(NCc2ccccc2)c(=O)[nH]c(=O)n1Cc1ccccc1 | -4 | 6
CCCCN(C)C(=O)Cn1cnc2sc(C)cc2c1=O | -3 | -7
CC1(C)C(c2ccccn2)=[N+]([O-])C(C)(C)N1O | -9 | 3
N#Cc1cc(C(=O)c2cc(Cl)ccc2O)cn(CC2CCCO2)c1=O (configuration not stated) | 10 | 2
Cc1ccccc1C(=O)N1CCC(C(=O)Nc2ccc(S(=O)(=O)N3CCCC3)cc2)CC1 | -21 | 0
C=CCn1c(SCC(=O)NCCCC)nc2scc(-c3ccco3)c2c1=O | -4 | 0
CCc1nc2ccccc2c(=O)n1NC(=O)c1c(O)c2cccc3c2n(c1=O)CCC3 | -5 | 1
CCOC(=O)c1cccc(NC(=O)c2cnc3ccccc3n2)c1 | -13 | 6
Cc1ccc2c(c1C)NC(C)CC2C (configuration not stated) | 11 | -1
O=C(NCC(c1ccc(F)cc1)N1CCOCC1)c1ccc(Br)o1 (configuration not stated) | -20 | 2
C=CCNC(=O)c1sc(SC)cc1-c1ccc(Cl)cc1 | -20 | 5
CC(OC(=O)C1CCN(S(=O)(=O)c2ccc(Cl)cc2)CC1)C(=O)N1CCc2ccccc21 (configuration not stated) | 34 | -5
CCC(Sc1nc(=O)cc(N)n1-c1ccccc1)C(=O)Nc1cc(C)on1 (configuration not stated) | -1 | 2
CCCCN(CCCC)Cc1cc2ccccc2c2c1COC2 | 7 | 2
CCCCCCOc1ccc(-c2ccc(C#N)cn2)cc1 | 1 | -8
Cc1ccc(-c2ccc(=O)n(CCC(=O)NCCN3CCCCC3C)n2)cc1 (configuration not stated) | -23 | 6

Screening results as filed in PubChem.
